IMPase Li inh: qHTS Assay for Identifying the Cell-Membrane Permeable IMPase Inhibitors: Potentiation with Lithium; CHO-M1 cells, IP1 TR-FRET (IP-One), carbachol + lithium; Potency, µM (series often up to 59.4 µM), without a hit: at the top dose activity, negative = IMPase inhibition, usual class: inhibitors; actives 0.35% (n = 210,000);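 further: IP1 builds up when IMPase is blocked and the TR-FRET signal falls; plate controls were basal vehicle for no effect and high inhibitor control for full effect; nearly all actives have a fitted effect of over 50% in size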
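Concentration–response in CHO-M1 cells, lithium-potentiated; 30 min at 37C. IP1 detected by competitive TR-FRET after 10 min lysis at RT. Hill-fitted AC50.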
aGlu spleen mod: qHTS Assay for Inhibitors and Activators of Human alpha-Glucosidase From Spleen Homogenate | Lysosomal alpha-glucosidase (Homo sapiens), P10253 | human spleen homogenate, 4-MU-alpha-glucoside fluorescence | Potency, µM (highest dose often 79.9 µM), for the others: at the highest dose activity change, negative = inhibition, hits mostly inhibitors | actives 0.006% (n = 240,000) | AID 2112, 2009;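 further: 0% = enzyme with vehicle and -100% = no enzyme basal signal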
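Human spleen homogenate (1 ug) with 4-methylumbelliferyl-alpha-D-glucopyranoside (1 mM final) in 50 mM citrate/phosphate pH 5.0, 0.01% Tween-20; 40 min at 37 C. Stopped at pH 10; 4-MU fluorescence Ex 365/Em 440 nm; AC50 by Hill fit.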
GAA glycogen mod: qHTS Assay for Inhibitors and Activators of Human alpha-Glucosidase Cleavage of Glycogen; Lysosomal alpha-glucosidase (Homo sapiens), P10253; recombinant GAA, glycogen substrate, Amplex Red glucose oxidase fluorescence; Potency, µM (highest dose often 76.4 µM), for inactives: at the top dose activity change, negative = inhibition, actives largely listed as inhibitors; actives 0.38% (n = 300,000); AID 2100, 2009;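 further: 0% = full enzyme reaction and -100% = no-enzyme basal signal; the screen sought inhibitors and activators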
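qHTS, 1536-well; enzyme 4 nM final; cpd up to 77 uM; substrate bovine liver glycogen 30 ug; 50 mM citrate/phosphate pH 5.0, 0.01% Tween-20; 37 C, 40 min; Amplex Red detection 45 min RT; Hill fit → AC50.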
GoLoco inh red: qHTS Assay for Inhibitors of RGS12 GoLoco Motif Activity (Red Fluorophore). AID 880, 2007. actives 0.44% (n = 230,000). Guanine nucleotide-binding protein G(i) subunit alpha-1 (Homo sapiens), P63096. Gai1:RGS12 GoLoco peptide FP, rhodamine, 10 min. Potency, µM (top dose mostly 61.6 µM), inactives show at the highest dose activity, negative = inhibition, most hits filed as inhibitors; active means well fitted inhibition curve with a large enough effect, not every such curve was filed as active; inactive means no such curve, though single readings can be large or run the other way; further: on the % scale 0 is the no-effect control and ±100 the full control effect; nearly all actives have a fitted effect of over 30% in size; many of its hits are not listed in these tables
Target sequence (P63096 whole entry, looked up): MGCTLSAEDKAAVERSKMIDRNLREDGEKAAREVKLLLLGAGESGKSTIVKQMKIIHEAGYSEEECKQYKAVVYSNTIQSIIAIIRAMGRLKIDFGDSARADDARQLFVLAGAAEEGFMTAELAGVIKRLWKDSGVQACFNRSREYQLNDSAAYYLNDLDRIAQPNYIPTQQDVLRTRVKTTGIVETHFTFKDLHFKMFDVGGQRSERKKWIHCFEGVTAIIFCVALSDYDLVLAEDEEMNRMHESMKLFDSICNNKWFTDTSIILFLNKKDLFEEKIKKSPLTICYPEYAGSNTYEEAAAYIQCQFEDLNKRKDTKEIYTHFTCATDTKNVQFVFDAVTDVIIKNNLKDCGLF
HTT cytoprotect: qHTS Multiplex Assay to Identify Dual Action Probes in a Cell Model of Huntington: Cytoprotection (ATP); AID 1471, 2008; PC12 HTT-Q103 induced, cytoprotection, ATP luminescence, 40 h; Potency, µM (top dose mostly 56.4 µM), inactives show cytoprotection (ATP increase), usual class: activators; actives 0.14% (n = 230,000);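 further: % of control where 0% means no effect; nearly all actives have a fitted effect of over 45% in size; toxic huntingtin expression switched on by the ecdysone agonist tebufenozide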
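Compounds were screened for protection of PC12 cells against cell death after tebufenozide induction (100 nM final) of mutant Huntingtin exon 1 (Q103) fused to GFP.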
HTT aggregate: qHTS Multiplex Assay to Identify Dual Action Probes in a Cell Model of Huntington: Aggregate Formation (GFP). PC12 HttQ103-GFP aggregates, Acumen cytometry, 40 h. actives 1.1% (n = 220,000). AID 1688, 2009. Potency, µM (top dose mostly 46.1 µM), without a hit: at the top dose activity change, negative = inhibition, usual class: inhibitors; further: on the % scale 0 is the no-effect control and ±100 the full control effect; nearly all actives have a fitted effect of over 60% in size
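PC12 cells with ecdysone-inducible HTT exon1 Q103-GFP, induced by 100 nM tebufenozide, given compounds in a concentration series. GFP aggregates (1–25 um, 6 SD above background) counted in lysates by laser-scanning cytometry, 488 nm excitation.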
GAA inh: qHTS Assay for Inhibitors of Human alpha-Glucosidase as a Potential Chaperone Treatment of Pompe Disease; Lysosomal alpha-glucosidase (Homo sapiens), P10253; purified human GAA, 4-MU-alpha-glucoside fluorescence; Potency, µM (titrated, usually from 76.9 µM), for the others: at the top dose activity change, negative = inhibition, most hits filed as inhibitors; actives 0.005% (n = 200,000); AID 1466, 2008;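 further: plate controls were uninhibited enzyme wells for no effect and no-enzyme background for full effect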
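Human enzyme at 4 nM with 400 uM 4-methylumbelliferyl-alpha-D-pyranoside, citrate/phosphate buffer pH 5.0, 0.005% Tween-20, 20 min at room temperature. Compounds up to 77 uM. 4-MU fluorescence (Ex 365/Em 440) read after NaOH/glycine stop; AC50 from Hill fit.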
Starred values were filed as active, the others as inactive; ? = inconclusive; · = not tested or not shown; [ ] = another dose, or the depositor's remark. Unless noted, the call rests on the fitted dose curve; in most records, active means well fitted curve in the direction sought with a large enough effect; inconclusive means small, poorly fitted or top-dose-only effect, or another doubt; inactive means no such curve, though single readings can be large; an effect the other way counts as inactive or inconclusive. Potency means the concentration at half of the fitted maximal effect.

SMILES	IMPase Li inh	aGlu spleen mod	GAA glycogen mod	GoLoco inh red	HTT cytoprotect	HTT aggregate	GAA inh
CCN1CC2=C(OC(N)=C(C#N)C2c2cccs2)/C(=C/c2cccs2)C1 (centres undefined)	30%[38.3 µM]	-6%	-6%	57%[activator]	-21%[10 µM]	10%	-8%
CC/C(O)=C1\C(=O)CC(c2ccccc2)CC1=NCCc1c(C)[nH]c2ccc(C)cc12 (centres undefined)	7%	-3%	1%	2%	·	-21%	3%
Nc1ncnc(Sc2ccccc2)c1[N+](=O)[O-]	14%	-1%	4%	0%	34%[10 µM]	11%	0%
COC(=O)c1ccc(S(=O)(=O)N2CCCN(Cc3cccc(Br)c3F)CC2)n1C	·	-3%	-3%	-3%	16%[10 µM]	9%[9.22 µM]	·
CCOc1ccc(NC(N)=O)cc1	-7%[38.3 µM]	0%	3%	-1%	-8%	-9%	-2%
c1cnc(NC2CCCCCC2)nc1	6%[38.3 µM]	?	2%	-22%	-2%	9%	-2%
Cc1ccccc1Cn1nc(C)c(NC(=O)c2nc3n(n2)C(C(F)F)CC(C)N3)c1C (centres undefined)	25%[38.3 µM]	0%	4%	-1%	-20%[0.074 µM]	3%	-5%
Fc1ccccc1NC(=S)Nc1cccc2cnccc12	4%	-4%	5%	5%	3%[10 µM]	-10%[9.22 µM]	-1%
Cc1cc(NC(=O)C2Oc3ccccc3OC2C)no1 (centres undefined)	3%	-4%	1%	5%	?	6%[9.22 µM]	13%
COc1cc(S(=O)(=O)Nc2ccc(C)cc2)ccc1N=Cc1c(C)[nH]n(-c2ccc(C)cc2)c1=O	-14%	-4%	9%	-15%	-1%[10 µM]	14%	-11%
c1ccc(Nc2ncnc3ccc(-c4ccoc4)cc23)cc1	4%	5%	·	26%	-64%[inhibitor]	·	·
O=C(Nc1ccncc1)Nc1ccc(F)cc1F	4%[38.3 µM]	1%	7%	-4%	-4%[1.9 µM]	35µM*	-1%
O=[N+]([O-])c1ccc(-c2n(-c3ccccn3)c3ccccc3[n+]2-c2ccccn2)cc1	·	-4%	-10%	-2%	-2%[10 µM]	-39%[9.22 µM]	·
O=C(c1ccccc1Cl)N(Cc1ccc(Br)cc1)N1C(=O)CCCC1=O	21%	3%	0%	-3%	18%	-1%	15%
COC(=O)c1cc(OC)c(OC)cc1NC(=S)N1CCN(C/C=C/c2ccccc2)CC1	-2%	1%	-4%	16%	34%[10 µM]	-6%	0%
COC(=O)c1cc2c(C)nn(C)c2s1	·	2%	-3%	-5%	15%[10 µM]	10%[9.22 µM]	3%
O=C(N/C(=C/c1ccc(Br)cc1)C(=O)N1CCCC1)c1ccccc1F	5%	-6%	-5%	4%	·	-4%	-3%
Cc1ccc(-n2c(SCC(=O)NCC3CCCO3)nc3n[nH]c(C)c3c2=N)cc1Cl (centres undefined)	39%[activator][38.3 µM]	4%	2%	10%	-3%[1.9 µM]	?	0%
O=P(CCN1CCCCC1)(c1ccccc1)c1ccccc1	63%[activator][38.3 µM]	-2%	0%	60%[activator]	-15%	5%[9.22 µM]	1%
COc1cc(C)c(C(C)C)cc1S(=O)(=O)n1ccnc1	25%	-7%	1%	-13%	-9%[1.9 µM]	-11%	-2%
COc1ccc([C@@H](Nc2ccccn2)c2cc(C(C)(C)C)cc(C(C)(C)C)c2O)cc1	0%	·	·	5%[14.2 µM]	18%[10 µM]	·	·
Cc1cc(C(=O)OCC(=O)N(C)c2ccccc2)ccc1[N+](=O)[O-]	7%	6%	-11%	3%	-25%	10%	1%
COc1ccc(Cl)cc1NC(=O)N1CCN(C2CCCCC2)CC1	31%[38.3 µM]	-21%	2%	9%	9%[1.9 µM]	-5%	-8%
CCOC(=O)c1[nH]c(C)c(C(=O)OCCN2C(=O)c3ccccc3C2=O)c1C	0%[38.3 µM]	2%	3%	4%	12%[10 µM]	-24%	?

Looked up by structure from above (3):
SMILES	IMPase Li inh	aGlu spleen mod	GAA glycogen mod	GoLoco inh red	HTT cytoprotect	HTT aggregate	GAA inh
COC(=O)c1cc2c(C)nn(C)c2s1	·	2%	-3%	-5%	15%[10 µM]	10%[9.22 µM]	3%
O=P(CCN1CCCCC1)(c1ccccc1)c1ccccc1	63%[activator][38.3 µM]	-2%	0%	60%[activator]	-15%	5%[9.22 µM]	1%
O=C(c1ccccc1Cl)N(Cc1ccc(Br)cc1)N1C(=O)CCCC1=O	21%	3%	0%	-3%	18%	-1%	15%

Returning to the listing; the 3 compounds before the break are reprinted first.
SMILES	IMPase Li inh	aGlu spleen mod	GAA glycogen mod	GoLoco inh red	HTT cytoprotect	HTT aggregate	GAA inh
Cc1cc(C(=O)OCC(=O)N(C)c2ccccc2)ccc1[N+](=O)[O-]	7%	6%	-11%	3%	-25%	10%	1%
COc1ccc(Cl)cc1NC(=O)N1CCN(C2CCCCC2)CC1	31%[38.3 µM]	-21%	2%	9%	9%[1.9 µM]	-5%	-8%
CCOC(=O)c1[nH]c(C)c(C(=O)OCCN2C(=O)c3ccccc3C2=O)c1C	0%[38.3 µM]	2%	3%	4%	12%[10 µM]	-24%	?
Cc1ccc2sc(-c3ccc(NC(=O)CCN4C(=O)c5ccccc5C4=O)cc3)nc2c1	-3%	6%	-3%	9%	15%[10 µM]	-5%	1%
CCOC(=O)Oc1c(OC)cc(C(=O)O[C@H]2C[C@H]3CN4CCc5c([nH]c6cc(OC)ccc56)[C@@H]4C[C@H]3[C@@H](C(=O)OC)[C@@H]2OC)cc1OC	0%	0%[29.1 µM]	·	-7%[21.6 µM]	?	10%[20.6 µM]	·
CCCc1cc(=O)[nH]c(-n2[nH]c3c(c2=O)CCCC3)n1	38%[activator][38.3 µM]	-11%	?	126%[activator]	-5%	4%	-7%
O=[N+]([O-])c1cc(C(F)(F)F)ccc1Cl	-10%	7%	·	8%	5%	·	·
C/C(CC(=O)NCc1ccc(Cl)cc1)=N\NC(=O)c1ccccc1F	-3%	-18%	-3%	5%	-39%[inhibitor]	-16%	-4%
COc1ccccc1C1C(C(N)=O)=C(C)Nc2nc(-c3ccccc3Cl)nn21 (centres undefined)	-3%[38.3 µM]	3%	?	6%	-16%	28%	-5%
CC/C(=C\C1CCCCC1)C(NP(=O)(c1ccccc1)c1ccccc1)c1ccccc1 (centres undefined)	6%	4%	-11%	1%	·	?	-3%
Cc1nc2nc[nH]n2c(=O)c1NC(=O)c1c(-c2ccccc2Cl)noc1C	24%[38.3 µM]	-3%	1%	-4%	10%	-11%	-1%
COc1ccc(C2CC(c3ccc(Br)cc3)Nc3nc(N)nn32)cc1 (centres undefined)	-3%[38.3 µM]	6%	2%	-1%	-12%[0.074 µM]	1%	1%

Screening results (PubChem)

An excerpt (hit frequency here may not be typical).
